Screens as filed in PubChem BioAssay.
Ec RNAP inh – E. coli RNAP inhibitors, biochemical. 62,000 compounds, 0.2% hits. E. coli RNA polymerase, fluorescence transcription assay. inhibition, %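 (tested at 10 µM)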; in the data active means inhibition above about 20%;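 further: 0% = enzyme without compound and 100% = no enzyme blank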
D1 allo mod – D1 CRE-luciferase signal change, two-sided – cell-based, HEK293 D1, dopamine EC30, D1 allosteric modulator project, primary screen; 58,000 compounds, 5.9% hits; B-score at 10 µM; dopamine EC30 potentiation; actives deviate in either direction; D(1A) dopamine receptor (Homo sapiens), P21728;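 active means luminescence count or its row- and column-corrected plate score outside the 99.7% band of the plate's sample wells, on either side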
Target sequence (P21728 whole entry, looked up): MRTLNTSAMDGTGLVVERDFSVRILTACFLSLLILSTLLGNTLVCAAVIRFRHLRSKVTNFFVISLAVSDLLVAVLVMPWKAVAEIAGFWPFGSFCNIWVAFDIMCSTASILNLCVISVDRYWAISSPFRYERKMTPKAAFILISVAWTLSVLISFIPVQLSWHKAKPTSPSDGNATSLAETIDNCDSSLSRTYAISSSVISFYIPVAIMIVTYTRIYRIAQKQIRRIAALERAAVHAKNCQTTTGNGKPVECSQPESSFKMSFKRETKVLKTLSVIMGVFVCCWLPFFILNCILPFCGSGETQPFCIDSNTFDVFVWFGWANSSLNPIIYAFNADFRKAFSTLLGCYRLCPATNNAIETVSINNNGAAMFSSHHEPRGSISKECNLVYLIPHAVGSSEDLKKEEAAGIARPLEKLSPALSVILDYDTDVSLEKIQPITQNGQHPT
Autofluor 339 – intrinsic fluorescence of library compounds, ex339/em460 – biochemical, MLSMR library, data from DPM-DC assay, artefact control, profiling panel; compound autofluorescence, ex339/em460 nm, NADH buffer; hits give high values; 1 = no-compound wells, NADH background; fluorescence fold increase at 10 µM; 65,000 compounds, 5.5% hits;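 active means at 10 µM, mean starting fluorescence two-fold or more over control wells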;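 further: signal is the first read of a kinetic run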
5HT1a ag – human 5-HT1a receptor agonists, primary screen, cell-based, CHO, Ga15 NFAT-bla reporter; 5-hydroxytryptamine receptor 1A (Homo sapiens), P08908; CHO 5-HT1a Ga15 NFAT-bla reporter, FRET ratio; 0% basal, 100% maximal reference agonist; activation, % at 10 µM; 65,000 compounds, 0.56% hits; AID 567, 2006;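 active means activation above the screen-wide mean activation plus 3 SD, cut at about 19% in these data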;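 further: 0% = DMSO wells and 100% = 5-CT at EC100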
Target sequence (P08908 whole entry, looked up): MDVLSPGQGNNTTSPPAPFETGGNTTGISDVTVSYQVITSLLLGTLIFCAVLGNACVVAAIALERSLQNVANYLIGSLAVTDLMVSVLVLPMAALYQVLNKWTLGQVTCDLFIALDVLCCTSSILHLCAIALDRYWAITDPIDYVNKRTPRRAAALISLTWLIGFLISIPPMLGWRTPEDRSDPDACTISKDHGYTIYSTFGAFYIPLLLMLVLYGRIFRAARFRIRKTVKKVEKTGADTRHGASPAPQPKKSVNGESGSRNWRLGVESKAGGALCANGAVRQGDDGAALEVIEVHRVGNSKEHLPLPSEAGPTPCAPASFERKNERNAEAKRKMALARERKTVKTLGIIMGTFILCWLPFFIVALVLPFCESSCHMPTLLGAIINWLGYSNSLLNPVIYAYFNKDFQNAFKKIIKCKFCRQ
Hsp90 inh – tumor Hsp90 inhibitors, primary screen, cell lysate, fluorescence polarization, NCI-N417 lysate | Cy3B-geldanamycin FP displacement | inhibition, % at 30 µM | 64,000 compounds, 0.35% hits;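 active means inhibition above 50%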;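 further: 0% = tracer plus lysate wells and 100% = tracer alone without lysate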
Her2 expr inh – inhibitors of Her2 protein expression, primary screen, SKBR-3 cells, AlphaScreen, 66K library; SKBR-3 HER2 protein level, 18-24 h; hits give low values; HER2 level % of control, % at 10 µM; 65,000 compounds, 0.69% hits; AID 645, 2007;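 active means HER2 level under 5% of the carrier-only control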;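 further: 100% = DMSO carrier and 0% = 500 nM PU-H71 HSP90 inhibitor; lower value means stronger loss of Her2 protein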
NADH enzymes – inhibitors of PK/LDH coupling enzymes, profiling panel, artefact control, biochemical, MLSMR library. coupled PK/LDH NADH assays, four targets. IC50, µM (titrated, usually from 10 µM), without a hit: at the highest dose inhibition. 65,000 compounds, 0.02% hits. AID 774, 2007;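 active means single-dose screening hits from any of four coupled enzyme assays that gave an IC50 when retested across doses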;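 further: the DPM-DC format reads NADH fluorescence rather than 340 nm absorbance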
M1 agonist – M1 muscarinic receptor agonists, primary screen, CHO-M1 cells, Fluo-4 calcium, agonist mode. Muscarinic acetylcholine receptor M1. Fluo-4 calcium fluorescence; hits give high values. B-score at 10 µM. 64,000 compounds, 3% hits. AID 626, 2007;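 active means fluorescence rise, raw or as B-score row- and column-corrected plate score, outside the 99.7% band of its plate's samples, either direction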
M1 antagonist – antagonists of rat M1 muscarinic receptor; AID 628, 2007; B-score at 10 µM; 64,000 compounds, 3.4% hits; Muscarinic acetylcholine receptor M1 (Rattus norvegicus), P08482; CHO-M1 cells, Fluo-4 calcium, ACh EC80 antagonist mode; hits give low values;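 active means calcium fluorescence response, raw or row-and-column corrected B-score, differing from the plate sample mean either way at a set confidence level, mostly lower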
Starred values were filed as active, the others as inactive; / = no result given; [ ] = remark or other dose.

SMILES	Ec RNAP inh	D1 allo mod	Autofluor 339	5HT1a ag	Hsp90 inh	Her2 expr inh	NADH enzymes	M1 agonist	M1 antagonist
N#Cc1cc(C(=O)c2cc(Br)ccc2O)cn(C2CC2)c1=O	6	0.14	1	0.3	-1	138	9%	-0.038	-0.42
COc1ccccc1CNC(=O)c1c(O)c2cc(OC)c(OC)cc2[nH]c1=O	5	-0.064	2	-0.6	1	109	5%	-0.17	0.81
OC(COc1ccccc1)Cn1cc(Br)cn1 (centres undefined)	11	-0.00032	0.92	0.3	/	57	7%	-0.00073	-0.27
CC(C)Cc1cc(C(=O)Nc2ccc3c(c2)OCO3)no1	13	-1	1	0.5	11	99	6%	1.1	-1.6
CC(=O)NS(=O)(=O)c1ccc(NS(=O)(=O)c2ccc(F)cc2)cc1	/	-0.34	1.1	0.0	-2	100	4%	0.17	0.067
O=C1CC(c2ccccc2)CC(O)=C1C=NCCCO (centres undefined)	1	0.36	1.1	-3.1	0	86	1%	0.97	-0.44
CCOc1ccc(C(=O)Nc2c3c(nn2-c2cccc(Cl)c2)CS(=O)C3)cc1 (centres undefined)	/	1.2	1.1	-1.6	-3	111	8%	0.52	0.27
COc1ccc(C2CC(c3ccc(Cl)cc3Cl)Nc3nc(N)nn32)cc1 (centres undefined)	-3	3.1*	1.1	-0.8	-3	87	1%	-0.8	-0.12
CC(=O)Nc1c(C(=O)NCc2ccccc2)nnn1Cc1ccccc1	0	/	1.1	0.1	-4	91	8%	0.46	0.73
Cc1ccc(N2C(=O)C(Cl)=C(Nc3c(C)n(C)n(-c4ccccc4)c3=O)C2=O)cc1	6	-0.85	1.1	-3.3	1	86	7%	0.098	-5.7*
CC(OC(=O)c1cccs1)C(=O)NCc1cccs1 (centres undefined)	2	1.4	1.1	-1.1	92*	58	3%	-0.021	-0.25
COCC(=O)N(c1ccc(C(C)C)cc1)C1C=CS(=O)(=O)C1 (centres undefined)	1	0.8	1.1	-1.5	-2	111	3%	0.093	-0.43
O=S(=O)(NC1CCCCC1NCc1ccco1)c1ccccc1 (centres undefined)	3	-0.013	1.1	-4.1	-4	98	7%	0.0003	-0.042
Oc1ccc(CNc2ccc(F)cc2)c2cccnc12	1	0.24	1.4	-4.3	17	29	3%	22*	0.037
Brc1cccc(-c2nc(-c3ccncc3)no2)c1	/	-0.037	1	0.8	-2	32	8%	0.74	1.3
Cc1cc(=O)oc(C)c1C(=O)NC12CC3CC(CC(C3)C1)C2	6	0.001	1.1	1.0	-2	102	3%	0.69	0.043
Cc1ccc(Cl)cc1NC(=O)Cn1cc2c(n1)CCCC2	5	1.2	1.1	-1.6	-3	110	0%	0.34	0.4
Cc1ccc(-c2cc(-c3ccccc3)c(C#N)c(N)n2)o1	/	-0.73	5.1*	2.8	-2	144	18%[fluoresces]	-0.4	-0.34
Cc1cc(=O)n2[nH]c(-c3ccc(Cl)cc3)cc2n1	7	/	1.1	-3.6	-3	79	2%	0.65	-0.025
Cc1ccc(S(=O)(=O)N2CCN(C(=O)CN3CCOCC3)C2C(C)C)cc1 (centres undefined)	5	0.061	1.1	-1.5	-2	74	2%	0.36	0.33
CC(C)(C)n1ncc2c(=O)n(CC(=O)NCc3ccco3)cnc21	7	0.064	1.1	-4.7	-2	71	4%	-0.17	1
Nc1cc(=O)[nH]c(=O)n1Cc1ccco1	-5	0.7	1.1	-2.9	-1	85	1%	-0.77	0.71
CCCc1nnc2n1N=C(c1ccc(OC)c(OC)c1)CS2	11	26*	1	0.3	-4	89	3%	1.3	1.4
Cc1ccc(-n2c(=O)[nH]c3c(C(N)=O)nc(-c4ccc(C)o4)nc32)cc1	-2	1.6	2.4*	0.2	-2	100	8%	-0.61	0.65
O=C(CSc1ncnc2c1oc1ccccc12)Nc1cccc(F)c1	6	0.18	1.1	0.8	-9	80	2%	-0.21	0.32
COc1cc(NC(=O)Cn2c(-c3cncs3)nc3ccccc32)cc(OC)c1OC	5	1.9	1.1	1.4	4	111	4%	0.72	-0.79
Cc1cccc(-n2c(=O)[nH]c3c(C(N)=O)nc(C(C)C)nc32)c1	/	5.5*	5*	0.5	0	91	5%[fluoresces]	0.36	0.02
CCN(CC)c1ccc(C2CC(=O)Nc3cc(OC)c(OC)cc32)cc1 (centres undefined)	-2	0.031	1.1	-0.6	-9	81	7%	0.21	-1.4
Cc1cccc(-n2nnnc2SCc2csc(-c3ccccc3)n2)c1	5	2.1	1	-1.5	-2	103	2%	-0.043	0.31
O=S(=O)(c1ccccc1)N1CCN(C2CCN(Cc3ccccc3)CC2)CC1	3	-2.4	1.1	-1.3	-5	92	2%	0.45	-7.5*
CCOC(=O)C1CCCN(Cc2nc(N)nc(Nc3ccc(Cl)cc3)n2)C1 (centres undefined)	6	0.21	1.1	-0.5	-2	112	5%	0.33	-0.086
CC1(C)CC(=O)C2=C(C1)NC(Nc1nc3ccccc3o1)=NC21CCCC1	5	0.0033	1.4	0.5	-3	49	10%	-0.02	-0.097
CCOC(=O)c1c(NC(=O)c2nn(CC)cc2Br)sc(C)c1C	6	1.7	3.5*	4.5	-2	109	4%[fluoresces]	0.46	0.12
C[C@@H]1C[C@H](O)c2cc(Cl)ccc2N1	13	-0.052	1	-3.0	0	109	4%	0.069	0.072
COc1cc2c(cc1OC)C(C)N(C(=O)CCN1C(=O)C3C4C=CC(C4)C3C1=O)CC2 (centres undefined)	-2	-0.34	1.1	-1.7	-2	101	2%	0.27	-0.026
Cc1cc(NC(=O)c2ccccc2)sc1C	11	-2.9*	1	-0.1	-4	90	2%	0.0038	-0.006
CCn1c(=S)ccc2ccc(OC)cc21	4	0.36	1.2	-2.9	-3	85	3%	0.17	-0.0054
CCn1c(SCC(=O)Nc2ccc(N3CCOCC3)c(Cl)c2)nnc1-c1ccc(N)cc1	-3	-0.12	1.2	-4.8	-6	/	7%	-0.5	1.7
CCCCn1nnnc1NCc1cccnc1	5	0.95	1.1	-1.6	-2	78	4%	0.021	0.31
O=c1ccc2ccc(OCc3nnc(-c4ccccc4Br)o3)cc2o1	4	0.3	1.9	0.1	-4	43	8%	0.044	0.27
Cc1cc(C)cc(OC(=O)N2CCOCC2)c1	/	-0.96	1.1	-2.1	1	85	5%	0.3	0.15
O=C(CSc1nc2ccccc2o1)NC(=O)NCc1ccco1	4	-1.4	1	0.1	-3	96	2%	-0.039	0.005
Cc1cc(C(=O)Cn2nnc3ccccc3c2=O)c(C)n1-c1c(C)n(C)n(-c2ccccc2)c1=O	9	0.19	0.99	-0.8	-3	98	10%	0.32	0.14
O=C(c1cnc2ccccn2c1=O)N1CCc2ccccc21	9	-1.3	1	-1.8	-4	68	5%	0.74	1.4
Nc1nc(-c2nc3ccccc3[nH]2)cs1	-3	-2.8*	1.1	-1.6	-7	112	1%	-0.23	0.24
Cc1ccsc1C1CC(=O)NC2=C1C(=O)CC(C)(C)C2 (centres undefined)	4	0.066	1.2	-3.3	-6	83	6%	-0.37	-0.11
COC(=O)c1ccc(CC(=O)c2ccc(O)cc2O)o1	4	-2.2*	1.1	0.3	-2	90	8%	20*	0.13
COc1ccccc1-c1nnc(SCC(=O)NCc2c(C)c(Cl)cc(C(C)C)c2O)o1	15	-0.74	1.1	4.8	1	88	2%	0.34	0.065
COc1cc2c(cc1OC)/C(=C/C(=O)N1CCOCC1)NC(C)(C)C2	6	10*	2.5*	-0.6	-1	103	13%	0.28	0.5
CCC(c1nnnn1CCc1ccccc1)N1CCN(c2ccc(OC)cc2)CC1 (centres undefined)	4	-0.15	0.99	-2.7	-1	106	5%	-0.79	-0.15
Continued.
SMILES	Ec RNAP inh	D1 allo mod	Autofluor 339	5HT1a ag	Hsp90 inh	Her2 expr inh	NADH enzymes	M1 agonist	M1 antagonist
O=C(c1ccccc1)c1ccc(OCC(O)CN2CCCCC2)cc1 (centres undefined)	6	-0.22	1.1	-2.6	-4	74	3%	0.044	-2.2*
CC(NC(=O)c1noc2c1CCCCC2)c1ccccc1 (centres undefined)	7	1.8	1.1	-0.8	0	101	1%	2.4	-1.2
COCCSc1nnc(-c2cccc(C#N)c2)n1C	8	-0.25	1.1	-2.2	-2	81	3%	-0.048	0.5
Cc1nnc(SCc2ccc(Cl)cc2Cl)[nH]c1=O	-2	-0.32	0.95	0.9	-2	86	11%	-0.16	-0.64
CC(C)NS(=O)(=O)c1ccc(CCC(=O)NCc2ccco2)cc1	5	-0.074	1	1.0	/	/	6%	-0.46	0.24
CCN(CC)CC(=O)c1ccc(-c2ccccc2)cc1	9	0.0066	1.1	1.2	-5	119	11%	-0.41	0.054
Cc1ccc(C(=O)NCCCn2ccnc2)o1	3	0.3	1.1	-3.1	-2	97	6%	0.04	0.86
Cc1ccc2nsnc2c1S(=O)(=O)N1CCN(C(=O)C2CCCO2)CC1 (centres undefined)	8	-0.024	1.1	-1.5	-3	140	1%	0.32	-0.017
CCCCCOc1ccc(N2C(=O)CC(N(O)c3ccccc3)C2=O)cc1 (centres undefined)	-8	-0.33	1.1	-0.7	0	86	7%	-0.048	0.044
COc1ccc(NC(=O)CCN2CCCCC2)cc1	6	-1.7	1.1	0.0	0	93	5%	1.7	-0.003
COC(=O)c1ccc2c(c1)N(Cc1nc(-c3cccc(Cl)c3)oc1C)C(=O)C1CCCN21 (centres undefined)	2	0.69	2*	-2.7	-5	65	2%	-0.42	0.34
CC(=O)c1cccc(N(CC(=O)NCC2CCCO2)C(=O)CCC(=O)Nc2cc(C)on2)c1 (centres undefined)	12	0.15	1.1	-2.2	2	102	4%	0.12	-0.96
CC(=O)Nc1nc(C)nc(-c2ccccc2)c1C(C)=O	3	2.5	1	-2.5	-3	90	1%	0.35	-0.41
O=c1c2[nH]c3ccc(Cl)cc3c2ncn1CCN1CCCCC1	9	0.24	1.5	-1.2	-4	84	8%	-1.4	-2.2
CC(=O)NC1CC2CCCC(C1)N2C(=O)Nc1ccc(Cl)c(C(F)(F)F)c1 (centres undefined)	4	0.042	1.1	-1.2	2	67	6%	0.18	0.12
CN(c1cccc(NS(=O)(=O)c2cccs2)c1)S(C)(=O)=O	-6	-0.47	1.1	-0.7	-1	105	1%	-0.089	-0.008
Cc1ccc(C(O)c2nccn2C)o1 (centres undefined)	8	0.17	1	-1.3	-18	115	8%	0.088	1.6
CC(=O)NC(CCS(C)(=O)=O)C(=O)Nc1cccc(Cl)c1Cl (centres undefined)	-4	-0.012	1.1	0.3	-3	110	4%	0.44	1.3
